Screening results (PubChem)
ARNT-TACC3 inh: disruptors of human ARNT/TACC3 interaction | Q9Y6A5 | AlphaScreen His-ARNT PAS-B/GST-TACC3 binding, luminescence; TACC3 fragment carries E629A point mutation | inhibition, % at 9.99 µM | 0.66% of 390,000 active | AID 623870;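 active = mean inhibition of replicates at least 50% and at least half of replicates each reaching 50%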;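 also: 0% = complete ARNT plus TACC3 wells and 100% = ARNT alone without TACC3; many hits fall short of the cut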
GSIS activator: primary screen for activators of insulin secretion dependent on glucose, INS-1E cells, GLuc reporter luminescence. INS-1E GLuc reporter insulin secretion, 2-3 h. activation, % at 16.6 µM. 0.61% of 370,000 active;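 active = lowest replicate activation of at least 40%, so every replicate reaches that level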;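 also: 0% = median of neutral control wells and 100% = median of IBMX positive control wells; some compounds called inactive have numbers as strong as hits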
Statin myotox sup: protects C2C12 myotubes from simvastatin toxicity | ATP luminescence, 48 h; scaled: DMSO 0, geranylgeraniol control 100 | rescue of ATP level, % at 7.49 µM | 0.78% of 330,000 active | AID 602340;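 active = mean ATP rescue above about 67%, or every replicate alone reaching that limit, limit read from the data, passing the limit was not always enough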;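 also: myotubes were challenged with 10 µM simvastatin during compound exposure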
Cneo AK release: Cryptococcus neoformans lysis via adenylate kinase release | C. neoformans lysis, adenylate kinase release luminescence, 4 h; normalised: neutral wells 0, clomiphene wells 100 | lysis activity, % at 15 µM | 0.2% of 360,000 active;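 active = mean lysis activity across replicates of at least 80%, whatever share of replicates individually reach that level; inactive = mean lysis activity below 80%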
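Signal: Adenylate kinase release luminescence | Assay system: Log-phase Cryptococcus neoformans yeast cells | Input: Cells at 5 × 10^6 per mL | Buffer or medium: Fresh YPD growth medium | Compound: Single dose | Schedule: Static 4 h at 37 °C with compound, 1 h detection | Controls: Clomiphene | Read-out: Luminescence rise reflecting yeast cell lysis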
LGR2 inh: Drosophila LGR2 receptor signaling inhibition; HEK293 LGR2, CRE-luciferase, bursicon-stimulated, 4 h; inhibition, % at 9.99 µM; 0.35% of 380,000 active; AID 720647;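 active = drop in luminescence signal, shown as inhibition above about 50% in the replicate tests, limit read from the data, passing the limit was not always enough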;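 also: agonist challenge used bursicon conditioned medium at about half maximal strength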
PGC1a acetyl inh: modulators of PGC1a acetylation. U2OS PGC1a acetylation, AlphaScreen anti-acetyl-lysine; with virally co-expressed GCN5 acetyltransferase. inhibition, % at 15.6 µM. 0.17% of 350,000 active;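 active = every replicate shows inhibition of at least 40%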;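 also: 0% = neutral control wells and 100% = positive control wells; some results beyond the cut were filed as inactive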
PAX8 reporter: PAX8 transcriptional activity inhibition; RMG-I TPO-luciferase reporter, SteadyGlo, 24 h; inhibition, % at 12.6 µM; 1.2% of 360,000 active;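 active = mean replicate inhibition at least 60% with every replicate also reaching 60%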;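 also: luciferase light reporting Pax8 driven TPO promoter activity; plate controls were median of neutral control wells for no effect and mitoxantrone controls for full effect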
PglD inh: PglD (C. jejuni) enzyme inhibition; purified PglD enzyme, DTNB colorimetric CoA detection; AID 602405; inhibition, % at 12.5 µM; 0.098% of 360,000 active; in the data active = inhibition above about 16%, passing the limit was not always enough; also: strong numbers were not always called active
Active calls of the source: *; x = no result given. Hits appear at their usual frequency; overall some 2.9% were active at least once.

SMILES	ARNT-TACC3 inh	GSIS activator	Statin myotox sup	Cneo AK release	LGR2 inh	PGC1a acetyl inh	PAX8 reporter	PglD inh
O=c1ccnc(Nc2ccc3c(c2)OCCO3)[nH]1	-3	1	x	x	-17	-3	-12	x
Nn1c(SCC(=O)NC(=O)NCc2ccccc2)nnc1C1CC1	-4	0	-13	0	10	-3	x	2
O=S(=O)(c1ccccc1)C(Br)S(=O)(=O)c1ccccc1	x	-7	0	0	-10	-5	14	-2
COc1cccc(CN2[C@@H]3CNC[C@H]2C3c2ccc(-c3cccnc3)cc2)c1 (stereo partly drawn)	x	0	x	x	1	0	1	x
O=C(C[C@@H]1CC[C@@H](NC(=O)c2cccc(F)c2)[C@H](CO)O1)NCc1ccccc1	-4	10	0	3	12	2	-5	-1
O=C1CS/C(=N/N=C/c2ccco2)N1Cc1ccc(F)cc1	x	-18	1	3	-25	-1	16	-2
O=C1c2ccccc2C(=O)N1CCCON1C(=O)c2ccccc2C1=O	-4	2	x	x	-3	x	11	x
Cc1nn(C)c(C)c1CNC(=O)Nc1cccc(Cl)c1C	-5	0	-3	0	-6	-4	-11	-1
COc1ccc(CNC(=O)C[C@H]2CC[C@H](NC(=O)CN(C)C)[C@@H](CO)O2)cc1	6	-2	4	-5	3	0	-5	1
CCS(=O)(=O)c1ccc(O)c(NC(=O)COc2ccccc2)c1	2	3	-17	4	x	0	x	-1
COc1cc(C(=O)N=c2sc3ccccc3n2C)cc(OC)c1OC	-3	26	x	x	-24	x	-51	x
O=C(NCC[C@@H]1CC[C@H](NC(=O)c2ccccc2F)[C@H](CO)O1)c1ccc2c(c1)OCO2	-14	16	6	0	6	15	5	-2
O=C(COc1ccc(F)c(Cl)c1)N1CCCCCCC1	3	3	3	-1	7	x	-31	1
O=C1CN(C(=O)COC(=O)[C@@H]2CC(O)CN2S(=O)(=O)c2ccc(Cl)cc2)c2ccccc2N1 (stereo partly drawn)	-12	-14	8	-1	12	-6	-6	-5
COc1cc(OC)cc(C(=O)NNC(=O)c2cc3ccccc3cc2O)c1	-1	11	-6	-2	-11	7	14	0
O=C(N/C(=C\c1ccc(Br)cc1)C(=O)N1CCOCC1)c1ccc(Br)o1	1	12	0	-3	3	x	-9	-1
CSc1nc2sc3c(c2c(=O)[nH]1)CCC3	-6	-4	1	-6	-20	3	-4	1
Cc1oc(S(=O)(=O)N2CCCCC2)cc1NC(=O)Nc1ccc(F)cc1	4	-12	6	x	-3	x	5	x
COc1ccc(N2C(=O)CC(N3CCN(c4ccc(S(C)(=O)=O)cc4)CC3)C2=O)cc1 (stereo not drawn)	-8	6	-15	-3	x	-1	x	1
COc1ccc(-c2n[nH]c(=S)n2N)c(OC)c1	-3	11	-3	-1	-6	4	-27	21*
CC1N(C(=O)N2CCOCC2)CCN1S(=O)(=O)c1ccc(Cl)cc1 (stereo not drawn)	-4	-5	3	-2	2	2	-3	5
COc1ccc(NC(C)=O)cc1NS(=O)(=O)c1cn(C)c(=O)n(C)c1=O	-1	x	-10	4	8	3	-1	-6
COc1ccccc1C(=O)NCCn1cc(SCC(=O)NCC2CCCO2)c2ccccc21 (stereo not drawn)	0	18	-8	-8	-1	-6	x	-2
C=CC[C@@H](CC(=O)NCCO)C(=O)N[C@H](C)COC(=O)[C@@H](CC=C)CC(=O)OC(C)(C)C	-3	3	-9	1	-28	x	-28	-4
CC(C)OC(=O)c1sc2nc3c(cc2c1N)C(=O)CCC3	-5	x	-10	-4	x	-5	x	4
O=C(NCc1ccncc1)C1=NN(c2ccccc2)C(=O)CC1	2	8	x	x	0	x	14	x
O=C(COC(=O)C1=COCCO1)Nc1ccccc1OC(F)F	2	0	x	x	5	1	-1	x
O=c1c2cc3ccccc3n2cnn1Cc1ccccc1F	-12	6	x	x	-30	-23	x	x
Cc1ccc(C)c2sc(NC(=O)c3nc4ccccc4s3)nc12	-5	x	-24	5	10	-14	3	1
C[C@@H]1CN([C@@H](C)CO)C(=O)c2ccccc2-c2ccccc2CO[C@H]1CN(C)C(=O)[C@H]1CCCN1C	5	4	x	48	18	8	9	-2
CCN1CCN(C(=O)c2ccc(Cl)c(S(=O)(=O)N3CCCCCC3)c2)CC1	2	-4	x	x	11	4	10	x
CN1C(=O)c2cc(NC(=O)Nc3ccccc3F)ccc2OC[C@H]2O[C@H](CC(=O)O)CC[C@H]21	-1	2	-1	-1	10	1	-21	-3
CCOC(=O)/C=c1\s/c(=C\c2ccccc2C)c(=O)n1CC(=O)NCc1ccc2c(c1)OCO2	-2	40	x	x	28	x	54	x
Cc1ccc(C)c(SCc2noc(C(=O)NC(C)C)c2C(=O)O)c1	-4	-7	-6	21	4	x	-8	10
O=C(c1ccncc1)N1CCCCN2[C@H](CO)[C@@H](c3ccc(-c4ccccc4)cc3)[C@H]2C1	4	10	x	1	8	-1	-10	-3
Cc1ccc(CN2CCN(c3ncccn3)CC2)c(C)c1	11	2	5	-4	13	-4	19	1

One compound at a time, from the list above. Order of values: ARNT-TACC3 inh	GSIS activator	Statin myotox sup	Cneo AK release	LGR2 inh	PGC1a acetyl inh	PAX8 reporter	PglD inh
CCOC(=O)/C=c1\s/c(=C\c2ccccc2C)c(=O)n1CC(=O)NCc1ccc2c(c1)OCO2 is listed as -2	40	x	x	28	x	54	x
CN1C(=O)c2cc(NC(=O)Nc3ccccc3F)ccc2OC[C@H]2O[C@H](CC(=O)O)CC[C@H]21 is listed as -1	2	-1	-1	10	1	-21	-3
CCN1CCN(C(=O)c2ccc(Cl)c(S(=O)(=O)N3CCCCCC3)c2)CC1 is listed as 2	-4	x	x	11	4	10	x
CC(C)OC(=O)c1sc2nc3c(cc2c1N)C(=O)CCC3 is listed as -5	x	-10	-4	x	-5	x	4
Cc1ccc(CN2CCN(c3ncccn3)CC2)c(C)c1 is listed as 11	2	5	-4	13	-4	19	1

More compounds:
SMILES	ARNT-TACC3 inh	GSIS activator	Statin myotox sup	Cneo AK release	LGR2 inh	PGC1a acetyl inh	PAX8 reporter	PglD inh
CCOC(=O)C1=C(COC(=O)c2cccnc2Cl)NC(=O)NC1C (stereo not drawn)	-5	10	x	x	3	x	-3	x
C[C@H]1CCCCO[C@@H](CN(C)S(=O)(=O)c2ccc(F)cc2)[C@@H](C)CN([C@@H](C)CO)C(=O)c2cc(NC(=O)CCC(F)(F)F)ccc2O1	x	-2	x	-2	2	-10	2	1
Cc1ccc(S(=O)(=O)N2[C@@H](c3ccc(C(C)(C)C)cc3)C(C(=O)O)=CC[C@H]2c2cccc(Cl)c2)cc1	-1	-20	5	-1	-5	x	-18	2
CCC(=O)Nc1ccc(Cl)c(NC(=S)NC(=O)COc2ccc(Cl)cc2)c1	-7	44*	x	x	-25	x	-1	x
CC1(c2ccc(C#N)cc2)NC(=O)N(CC(=O)Nc2cc(S(=O)(=O)N3CCOCC3)ccc2Cl)C1=O (stereo not drawn)	-4	5	x	x	-8	x	24	x
Cc1cc(C)c2c(c1)cc(C)c1nnc(SCC(=O)Nc3cc(C)on3)n12	-4	23	10	-1	22	9	x	0
Cc1ccc(N(CC(=O)O)S(=O)(=O)c2cccc3nonc23)cc1	-10	x	x	0	x	-1	x	2
CCN(CC)CCN1C(=O)C2C3c4ccccc4C(c4ccccc43)C2C1=O (stereo not drawn)	8	x	-8	1	x	-2	x	-1
CC(C)(C)C1=CC(=O)C(=O)C(C(C)(C)C)=C1	-6	x	-1	6	x	-15	x	1
CSc1ccc(CN2CCC(Oc3cccc(C(=O)N4CCCC4)c3)CC2)cc1	6	-2	-8	1	3	x	9	4
Nc1ccc(-n2nc3ccccc3n2)cc1	-7	-13	x	-4	-40	-7	-52	0
COc1ccc(CCNC(=O)C/C(C)=N/NC(=O)C23CC4CC(CC(C4)C2)C3)cc1OC	5	-9	x	x	-13	x	-31	x

Records listed above marked active in PglD inh:
| mol | ARNT-TACC3 inh | GSIS activator | LGR2 inh | PGC1a acetyl inh | PglD inh |
| --- | --- | --- | --- | --- | --- |
| COc1ccc(-c2n[nH]c(=S)n2N)c(OC)c1 | -3 | 11 | -6 | 4 | 21* |

Some of the entries so far, in markdown:
| Molecule | ARNT-TACC3 inh | GSIS activator | Statin myotox sup | Cneo AK release | LGR2 inh | PGC1a acetyl inh | PAX8 reporter | PglD inh |
| --- | --- | --- | --- | --- | --- | --- | --- | --- |
| CCN(CC)CCN1C(=O)C2C3c4ccccc4C(c4ccccc43)C2C1=O (stereo not drawn) | 8 | x | -8 | 1 | x | -2 | x | -1 |
| CCOC(=O)C1=C(COC(=O)c2cccnc2Cl)NC(=O)NC1C (stereo not drawn) | -5 | 10 | x | x | 3 | x | -3 | x |

(further entries)
SMILES	ARNT-TACC3 inh	GSIS activator	Statin myotox sup	Cneo AK release	LGR2 inh	PGC1a acetyl inh	PAX8 reporter	PglD inh
CCN(CC)CCCn1c(=S)[nH]c2ccc(Cl)cc2c1=O	-10	x	1	2	x	-18	x	-1
O=C(O)CCSC(=S)N1CCOCC1	0	22	-1	1	-18	2	7	7
COc1ccc(CN2C(=O)c3cccnc3C2=O)cc1S(=O)(=O)N(C)c1cccc(C)c1	15	-1	4	8	1	3	-2	3
CCN(CC)S(=O)(=O)c1cccc(NC(=O)COc2ccc(F)cc2Br)c1	-9	-23	x	x	-8	x	-7	x
O=C(C[C@@H]1CC[C@H]2[C@@H](COC[C@@H](O)CN2Cc2cc(F)ccc2F)O1)NCc1ccccc1	4	7	8	2	7	-1	-17	-2
Cc1noc(C)c1NC(=O)Nc1cccc2c1O[C@H](CN(C)S(=O)(=O)c1cccs1)[C@@H](C)CN([C@@H](C)CO)C2=O	-7	5	33	0	-7	-9	x	8
Cc1ccc(NC(=O)CC(=O)Nc2ccc(C)cc2)cc1	-1	-6	x	x	14	x	9	x
CCc1csc(N2[C@@H](C#N)[C@@H](c3ccc(-c4ccc(F)cc4)cc3)[C@@H]2CO)n1	45	-3	-29	0	1	4	23	-1
CC(=O)N1CCOc2ccc(S(=O)(=O)NCc3ccc(Cl)cc3)cc21	30	8	-1	-2	7	-10	41	0
Fc1ccc(-c2nnc(-c3ccc(Cl)cc3Cl)o2)cc1	-26	-8	2	-1	3	-20	-59	1
O=C(CSc1nnc(-c2ccc(C(F)(F)F)cn2)o1)Nc1ccccc1Cl	35	2	-2	2	-15	-1	-117	-6
N#CCCn1c(SCC(=O)c2c[nH]c3ccccc23)nc2ccccc21	-4	5	-1	6	12	-2	x	-16
